Screening results as filed in PubChem.
Integrin act MD: integrin-mediated muscular dystrophy alleviation activation; hit rate 0.064% among 350,000; alpha7betagal myoblasts, beta-gal FDG fluorescence, 48 h; AID 624291; Potency, µM (highest dose often 38.3 µM), without a hit: at the top dose activation, hits mostly activators;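 note: potency is the fitted concentration of half-maximal effect; 100% = response of the positive control SU9516; nearly all actives have a fitted effect of over 60% in size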
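Alpha7betagal+/- myoblasts (passage 13) were plated 16-24 hr, then exposed to compounds (1:260 dilution of DMSO stock) for 48 hours at 37C. After MPER lysis, β-galactosidase reporter activity was read as FDG fluorescence (ex 480/em 540) after 30 minutes.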
MLL CXXC-DNA inh: blocks binding of human MLL CXXC domain to DNA; Q03164; MLL-CXXC / FITC-HOXA9 DNA fluorescence polarization; Potency, µM (highest dose often 115 µM), without a hit: at the highest dose activity change, negative = inhibition, actives largely listed as inhibitors; hit rate 0.037% among 290,000; active = well fitted inhibition curve with a large enough effect in the polarisation, with a control signal flat, not every such curve was filed as active; inconclusive = small, poorly fitted or top-dose-only effect, or effect the other way, or a change in a side signal; inactive = no such curve, though single readings can be large or run the other way; the % refers to the polarisation; note: potency is the fitted concentration of half-maximal effect
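Purified MLL-CXXC (added from a 7 uM solution) was preincubated 5 min at ambient with pinned compounds in 50 mM Tris-HCl pH 7.5, 50 mM NaCl, 1 mM DTT, 0.05% BSA. Fluorescein-labeled HOX-A9 DNA (50 nM solution) followed, 30 min, then polarization read.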
TSHR antagonist: blocks TSH signaling through the human TSH receptor; P16473; TSHR-expressing cells, TSH-stimulated cAMP HTRF, 2 h; stronger effect = lower value; activity change, negative = inhibition, % at 11.5 µM; hit rate 0.2% among 330,000; AID 504810;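 active = activity change below a set negative limit, meaning inhibition stronger than a set level, cut at about -70% in these data; inconclusive = activity change between two set negative limits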; note: % is set by controls: 0 for no effect and ±100 for the full control effect
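Read-out is FRET at 665 nm (cryptate excitation 337 nm) from a cryptate-tagged anti-cAMP antibody, competed by cell cAMP against cAMP-d2. Compounds are tested on freshly harvested TSHR cells challenged with 4nM TSH (EC80) for 2 hours at 37 deg C.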
MBNL1 CUG block: blocks human MBNL1 binding to CUG repeat RNA; Q9NR56; hit rate 0.036% among 280,000; TR-FRET MBNL1-His/biotin-(CUG)12 binding, 665/545 ratio; Potency, µM (top dose mostly 57.5 µM), for inactives: top-dose activity change, negative = inhibition, usual class: inhibitors; active = well fitted inhibition curve with a large enough effect in the signal ratio, with a control signal flat, not every such curve was filed as active; inconclusive = small, poorly fitted or top-dose-only effect, or effect the other way, or a change in a side signal; inactive = no such curve, though single readings can be large or run the other way; the % refers to the signal ratio; note: potency is the fitted concentration of half-maximal effect; % is set by controls: 0 for no effect and ±100 for the full control effect
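MBNL1-His + Biotin-(CUG)12, cpd titration 92 nM–58 uM; Tb anti-His Ab 0.055 ng/ul, SA-XL665 5 nM (final); 60 min RT; ratiometric 665/545 nm, Ex 340 nm; normalized to buffer and full-complex controls.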
AT treatment: potential ataxia-telangiectasia treatments restoring KAP-1 phosphorylation; […] A-T fibroblasts, KAP-1 phosphorylation AlphaLISA; neocarzinostatin DNA damage 30 min before lysis; Potency, µM (top dose mostly 57.5 µM), for inactives: at the top dose activation, hits mostly activators; hit rate 0.19% among 320,000; note: potency is the fitted concentration of half-maximal effect; % of control where 0% means no effect; nearly all actives have a fitted effect of over 45% in size
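ATM-like activity read as KAP-1 phosphorylation via AlphaLISA donor/acceptor antibody pairs after lysis and 6 hr at 25C. Cells were ATM-null patient fibroblasts ([…], hTERT), dosed 60 min, then exposed to the DSB inducer NCS for 30 min.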
Mito fusion yeast: blocks mitochondrial division or promotes mitochondrial fusion; S. cerevisiae fusion-defective mutant growth rescue, CellTiterGlo 48 h; Potency, µM (series often up to 46.1 µM), without a hit: top-dose growth rescue (activation), hits mostly activators; hit rate 0.23% among 320,000; AID 485298;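 note: potency is the fitted concentration of half-maximal effect; % of control where 0% means no effect; nearly all actives have a fitted effect of over 45% in size; temperature-sensitive fusion mutants such as fzo1-1 at 37 °C on non-fermentable ethanol glycerol medium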
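Growth-rescue viability read-out: after 48 h at the non-permissive 37C in glycerol/ethanol YPEG, yeast mitochondrial fusion mutants are measured by CellTiterGlo luminescence; compounds (23 nl pinned per well) restoring growth score as division inhibitors or fusion activators.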
TSG101-PTAP inh: blocks PTAP/TSG101 interaction to inhibit HIV-1 budding; Q99816; Fluorescence polarization, FITC-PTAP peptide / Tsg101 binding; Potency, µM (titrated, usually from 115 µM), for inactives: at the highest dose activity change, negative = inhibition, actives largely listed as inhibitors; 340,000 tested, under 10 active; AID 493005; active = well fitted inhibition curve with a large enough effect in the main read-out, with a control signal flat, not every such curve was filed as active; inconclusive = small, poorly fitted or top-dose-only effect, or effect the other way, or a change in a side signal; inactive = no such curve, though single readings can be large or run the other way; note: potency is the fitted concentration of half-maximal effect; % of control where 0% means no effect
Target sequence (Q99816 whole entry, looked up): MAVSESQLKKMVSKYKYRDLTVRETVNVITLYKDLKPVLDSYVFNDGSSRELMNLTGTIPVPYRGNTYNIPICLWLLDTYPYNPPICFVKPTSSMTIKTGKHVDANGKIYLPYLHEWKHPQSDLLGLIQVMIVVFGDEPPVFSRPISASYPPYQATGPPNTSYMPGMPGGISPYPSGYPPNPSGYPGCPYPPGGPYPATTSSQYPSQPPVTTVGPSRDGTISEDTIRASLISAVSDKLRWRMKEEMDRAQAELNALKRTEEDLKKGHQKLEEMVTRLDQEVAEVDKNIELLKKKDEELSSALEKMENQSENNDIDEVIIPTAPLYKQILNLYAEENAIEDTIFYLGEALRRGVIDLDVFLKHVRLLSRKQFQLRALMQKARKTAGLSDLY
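FP read-out: FITC-PTAP peptide, 50 nM final, binding Tsg101 binding domain, 10 uM final; 20 min, r.t.; 10 mM HEPES pH 7.5, 0.15 M NaCl, 0.01% Tween 20, 3 mM EDTA, 0.1 mM TCEP.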
TCR act: activators of T cell receptors; primary human leukocytes, anti-CD3, IL-2 HTRF, 48 h; Potency, µM (top dose mostly 9.22 µM), for inactives: top-dose activation of IL-2 secretion, hits mostly activators; 330,000 tested, under 10 active; AID 504894; note: % of control where 0% means no effect
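Primary human leukocytes receive a-CD3 beads and test compound and are incubated 48 hr. Secreted IL-2 is then assayed by HTRF, measuring 665nm acceptor emission after 320nm excitation of the europium donor.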
Menin-MLL TR inh: inhibitors of human menin-MLL interaction, mutant MLL peptide; O00255; Menin + Texas Red MLL mutant peptide, fluorescence polarization; Potency, µM (series often up to 61.6 µM), for the others: at the top dose FP activity change, negative = inhibition, most hits filed as inhibitors; hit rate 0.23% among 270,000; AID 1768; active = well fitted inhibition curve with a large enough effect in the polarisation, with a control signal flat, not every such curve was filed as active; inconclusive = small, poorly fitted or top-dose-only effect, or effect the other way, or a change in a side signal; inactive = no such curve, though single readings can be large or run the other way; the % refers to the polarisation; note: potency is the fitted concentration of half-maximal effect; % of control where 0% means no effect; many of its hits are not listed in these tables
Target sequence (O00255 whole entry, looked up): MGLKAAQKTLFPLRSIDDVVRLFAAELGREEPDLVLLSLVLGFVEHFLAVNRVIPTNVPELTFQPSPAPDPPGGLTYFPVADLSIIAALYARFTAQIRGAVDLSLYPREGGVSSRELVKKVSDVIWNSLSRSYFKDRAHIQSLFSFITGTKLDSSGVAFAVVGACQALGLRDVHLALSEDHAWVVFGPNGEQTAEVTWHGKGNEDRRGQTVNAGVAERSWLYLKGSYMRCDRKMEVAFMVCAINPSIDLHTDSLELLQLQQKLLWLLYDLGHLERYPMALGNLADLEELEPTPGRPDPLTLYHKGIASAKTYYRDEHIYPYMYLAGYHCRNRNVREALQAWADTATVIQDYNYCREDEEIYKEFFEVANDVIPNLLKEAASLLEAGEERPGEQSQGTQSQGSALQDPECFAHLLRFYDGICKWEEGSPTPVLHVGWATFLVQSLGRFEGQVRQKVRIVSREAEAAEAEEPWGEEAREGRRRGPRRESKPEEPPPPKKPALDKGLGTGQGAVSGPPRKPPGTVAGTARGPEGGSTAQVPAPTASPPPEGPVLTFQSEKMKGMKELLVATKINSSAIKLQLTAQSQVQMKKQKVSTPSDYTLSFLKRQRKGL
ASM inhibitor: human S-ASM enzyme inhibition; P17405; AID 504937; hit rate 0.006% among 340,000; placental ASM, HMU-PC fluorogenic substrate, 60 min; Potency, µM (series often up to 57.5 µM), inactives show at the top dose activity change, negative = inhibition, usual class: inhibitors; note: potency is the fitted concentration of half-maximal effect
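Human placenta-derived ASM preincubated with compound 10 min at room temperature, then reacted with 9 uM (final) fluorogenic HMU-PC substrate for 60 min at 37 C. Stop solution raises pH to 10; fluorescence read at Ex 386/Em 447 nm.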
The depositor's hits bear a star; u = inconclusive; x = no result given; [ ] = remark or other dose. Unless noted, calls come from the whole dose curve; as a rule, active = well fitted curve in the direction sought with a large enough effect; inconclusive = small, poorly fitted or top-dose-only effect, or another doubt; inactive = no such curve, though single readings can be large; an effect the other way counts as inactive or inconclusive. Some of the compounds tested; count on the stated rates, not on these rows.

Compound	Integrin act MD	MLL CXXC-DNA inh	TSHR antagonist	MBNL1 CUG block	AT treatment	Mito fusion yeast	TSG101-PTAP inh	TCR act	Menin-MLL TR inh	ASM inhibitor
CCOCC(=O)Nc1cc(C(=O)Nc2cccc(C)c2C)ccc1Cl	0.9%	u	21.7	0.0%	2.1%	1.9%	-1.5%	x	19.9%	2.5%
O=S(=O)(c1ccccc1)N1CCC(N2CCN(c3ccccc3)CC2)CC1	x	0.1%	11.4	-4.7%	-4.0%	-5.6%	x	x	-3.3%	x
Cn1c(=O)n(C)c2cc(S(=O)(=O)NCCc3ccccc3)ccc21	-2.7%	-9.7%	4.3	-16.9%	6.0%	-0.6%	2.1%	-4.5%	6.6%	-1.4%
N/C(=N\N=Cc1ccc2c(c1)OCO2)NN=Cc1ccc2c(c1)OCO2	-36.6%	x	x	x	x	x	-0.2%	-0.2%	x	-29.2%
Cc1ccc(C(=O)CCC(=O)OCC(=O)NNC(=O)c2ccc([N+](=O)[O-])cc2)cc1	5.2%	x	-10.0	x	-1.6%	-4.1%	-1.8%	3.0%	x	-2.1%
CC1(C)CC(NC(=O)c2ccc(-c3ccc([N+](=O)[O-])cc3)o2)CC(C)(C)N1	-61.9%[inhibitor]	7.6%	10.2	u	28.3%	1.6%	-14.5%	0.0%	x	-0.5%
COc1ccc(OC)c(C2CC(c3ccc(NS(C)(=O)=O)cc3)=NN2C(=O)c2ccccc2)c1 (stereo not drawn)	u	-4.0%	0.8	0.5%	6.8%	-2.1%	-5.3%	-2.0%	15.3%	-5.4%
Cc1ccc2[nH]c3c(N4CCN(Cc5ccc6c(c5)OCO6)CC4)ncnc3c2c1	x	-6.8%	-30.9	-2.0%	-2.3%	-0.9%	x	x	15.4%	x
Cc1cc(NC(=S)N(CCN2CCOCC2)Cc2ccccc2F)ccc1Cl	-26.2%	-5.8%	-6.7	-0.4%	0.7%	-3.2%	1.3%	8.8%	11.6%	5.9%
CCCNC(=O)c1ccc2c(c1)S(=O)(=O)c1ccccc1C2=O	1.6%	u	1.3	u	-2.8%	1.0%	-6.4%	8.9%	-11.8%	2.0%
O=C(c1cccc(N2C(=O)C3C4C=CC(C4)C3C2=O)c1)N1CCN(c2ccc(F)cc2)CC1 (stereo not drawn)	8.1%	7.1%	1.3	0.4%	-4.4%	-5.6%	-6.6%	-3.0%	-20.2%	-0.4%
COc1cc(C(=O)Nc2cc(S(C)(=O)=O)ccc2Cl)ccc1OCC(=O)N1CCOCC1	5.8%	x	-7.6	x	-5.4%	1.4%	-5.0%	-5.0%	x	2.2%
CC(=O)Nc1ccc2c(COC(=O)[C@@H](NS(=O)(=O)c3ccc(C)cc3)C(C)C)cc(=O)oc2c1	-21.8%	x	-12.1	x	7.3%	x	-0.2%	-0.7%[46.1 µM]	x	-1.6%
COc1ccc(S(=O)(=O)N2CCN(C(=O)CC3CC4CCC3C4)CC2)cc1 (stereo not drawn)	26.7%	x	-0.3	x	-2.0%	4.2%	-1.2%	-8.5%	x	-5.7%
O=C(NCC(c1ccco1)N1CCOCC1)c1ccc(Cl)cc1 (stereo not drawn)	-0.5%	x	0.7	x	-5.1%	13.5%	1.4%	-0.7%	x	3.8%
Cc1ccc(NC(=O)CNC(=O)c2ccco2)cc1Cl	-23.2%	-0.2%	7.0	-2.0%	-10.3%	-3.6%	-1.0%	x	15.6%	-5.9%
O=C1CC(C(F)(F)C(F)(F)C(F)(F)F)=Nc2ccccc2N1	-25.2%	-3.6%	-6.1	16.9%	x	0.6%	-5.7%	10.3%[46.1 µM]	6.8%	-0.6%
Cc1sc2nc(NCCO)[nH]c(=O)c2c1C	2.6%	-5.7%	2.9	-15.4%	0.9%	-1.0%	-6.7%	0.5%	5.5%	-5.3%
CCN1CCCC1CNCc1ccc(Cl)cc1Cl (stereo not drawn)	18.6%	0.0%	-0.2	-6.1%	10.2%	-9.5%	-4.1%	0.7%	17.6%	2.9%
CC(=O)NC1CCN(C(=O)N2CCCC2)CC1	-0.8%	-0.2%	-1.8	2.2%	12.8%	0.8%	-5.9%	-0.5%	-0.1%	4.0%
COc1cc(OC)cc(C(=O)NCCNC(=O)c2ccco2)c1	14.6%	-2.1%	0.0	4.2%	-3.3%	-5.2%	1.6%	-3.8%[46.1 µM]	-2.6%	4.1%
NC(=O)CCC(NC(=O)c1ccc(Cl)cc1)C(=O)NCCc1ccc2c(c1)OCCO2 (stereo not drawn)	-2.5%	x	5.0	x	11.1%	-8.7%	-0.3%	3.7%	x	-0.2%
COc1ccccc1NC(CC(=O)c1ccccc1)C(=O)OCC(=O)c1ccc(Br)cc1 (stereo not drawn)	-16.8%	1.5%	8.0	12.4%	-8.9%	-0.8%	-1.8%	-0.8%[46.1 µM]	2.7%	0.3%
CCOC(=O)C1CCCN(C(=O)CN2C(=O)c3ccccc3C2=O)C1 (stereo not drawn)	13.1%	3.1%	-5.9	u	-2.3%	1.1%	2.2%	-0.8%	u	0.3%
O=C(NCc1ccco1)C(C(=O)c1ccc(F)cc1)n1ccccc1=O (stereo not drawn)	2.4%	-13.3%	42.0	-9.2%	7.5%	-5.5%	-1.9%	4.6%	-0.4%	5.8%
C=CCc1cccc2cc(C(=O)NCc3cccnc3)c(=O)oc12	-3.1%	7.8%	-0.7	u	3.5%	0.5%	-6.6%	x	-12.6%	4.6%
CC(=O)Nc1ccc2nc(SCC(=O)Nc3ccc(N4CCOCC4)c(Cl)c3)sc2c1	0.0%	3.1%	15.2	-1.9%	5.2%	-7.3%	-9.1%	-2.0%	u	-12.5%
COc1ccc(CCN(C)C(=O)N2CCOCC2)cc1OC	1.6%	-10.7%	3.7	-7.0%	-1.8%	2.9%	-7.3%	x	-22.8%	7.0%
NC(=O)c1sc2nc(N3CCCCC3)c3c(c2c1N)CCCC3	7.5%[7.66 µM]	-3.5%	16.2	21.4%	-9.0%	u	-6.6%	-16.5%	-10.2%	19.1%
COc1ccc(Cn2nnc3c(=O)[nH]c(C(=O)NCCc4ccc(F)cc4)nc32)cc1OC	-2.1%	-0.8%	-18.9	u	-1.3%	-3.9%	-5.9%	-5.8%	-0.2%	-0.1%
COC(=O)Cc1c(C)c2ccc(OCC(=O)N3CCC(C)CC3)c(C)c2oc1=O	-31.7%[inhibitor]	-9.1%	-18.1	4.4%	12.7%	-3.2%	-6.4%	0.9%	x	4.0%
COc1cc(C)nc(N2CCC(C(N)=O)CC2)n1	10.4%	-3.3%	-1.8	-7.0%	-8.4%	4.3%	-7.1%	-0.9%	0.0%	3.7%
COCc1[nH]c(=S)c(C#N)cc1C(=O)OC	-0.2%	-12.7%	-7.9	11.9%	-12.3%	9.0%	-8.1%	3.3%	x	1.0%
Cn1c(=O)c2c(nc(Sc3ncnn3CC(=O)N3CCOCC3)n2C)n(C)c1=O	2.0%	-5.0%	1.5	-16.4%	0.0%	0.0%	-2.0%	-2.6%	x	2.3%
CC(C)[C@H](NS(=O)(=O)c1cccc(C(F)(F)F)c1)C(=O)OCC(=O)NC(=O)NCc1ccco1	3.2%	x	x	x	0.6%	x	-1.8%	-1.6%	x	-6.8%
COc1cc(/C=C/C(=O)OCC(=O)NCCc2ccccc2)cc(OC)c1OC	-32.3%	-2.6%	2.1	x	0.8%	2.1%	1.6%	6.0%	u	-0.8%
N#CC1(C#N)C(C(N)=O)C1c1ccccc1 (stereo not drawn)	-6.4%	9.3%	5.8	-20.7%	5.3%	2.0%	0.4%	9.5%[46.1 µM]	4.8%	1.6%
Cc1ccc(C(=O)NC(Cc2c[nH]c3ccccc23)C(=O)O)o1 (stereo not drawn)	-17.6%	-4.0%	6.1	-0.8%	-4.1%	-3.6%	-9.2%	4.3%	-0.5%	2.0%
